# BoNT F protease = BoNT F light chain protease inhibition; AID 588497; inhibition, % at 10 µM; 0.22% of 360,000 active; Multiplex microsphere protease cleavage assay, flow cytometry; in the data active = inhibition above about 35%, passing the limit was not always enough; inconclusive = no clear call, values can overlap the other calls; also: plate controls were buffer without enzyme for full effect and enzyme alone for no effect
# Y pestis TopoI = blocks Yersinia pestis topoisomerase I activity; Y. pestis Topo-I cleavage product accumulation, plate reader; 0.064% of 360,000 active; AID 504884; activity, % at 10 µM; in the data active = activity above about 50%, passing the limit was not always enough; inconclusive = no clear call, values can overlap the other calls; also: inactives centre near 2
# FadD28 FP inh = blocks FadD28 binding to the bisubstrate probe. fluorescence polarization. inhibition, % at 12.5 µM. 0.22% of 360,000 active. AID 588549; in the data active = inhibition above about 8.5%, passing the limit was not always enough; inconclusive = no clear call, values can overlap the other calls
# CCHFV vOTU inh = CCHFV vOTU protease inhibition. inhibition, % at 11.5 µM. Pep-AMC fluorescence. 0.55% of 370,000 active; in the data active = inhibition above about 30%; also: 0% = vehicle wells with enzyme and 100% = no enzyme wells
# PrPC TRFRET = reduces human prion protein on the cell surface | cell surface PrPC, TR-FRET read-out | inhibition, % at 13.8 µM | 0.43% of 370,000 active | AID 720596; in the data active = inhibition above about 24%; also: 0% = median of the test wells and 100% = reference compound wells
# Anthrax LF inh2 = blocks Bacillus anthracis lethal factor protease. multiplex microsphere protease cleavage assay, LF. inhibition, % at 10 µM. 0.12% of 360,000 active; also: plate controls were buffer without enzyme for full effect and enzyme alone for no effect
# TcdB GH inh = inhibitors of Clostridioides difficile toxin B glycohydrolase; P18177; TcdB glycohydrolase enzymatic assay, plate reader; inhibition, % at 9.99 µM; 0.24% of 350,000 active; AID 652162; in the data active = inhibition above about 10%
# Target sequence (P18177 whole entry, looked up): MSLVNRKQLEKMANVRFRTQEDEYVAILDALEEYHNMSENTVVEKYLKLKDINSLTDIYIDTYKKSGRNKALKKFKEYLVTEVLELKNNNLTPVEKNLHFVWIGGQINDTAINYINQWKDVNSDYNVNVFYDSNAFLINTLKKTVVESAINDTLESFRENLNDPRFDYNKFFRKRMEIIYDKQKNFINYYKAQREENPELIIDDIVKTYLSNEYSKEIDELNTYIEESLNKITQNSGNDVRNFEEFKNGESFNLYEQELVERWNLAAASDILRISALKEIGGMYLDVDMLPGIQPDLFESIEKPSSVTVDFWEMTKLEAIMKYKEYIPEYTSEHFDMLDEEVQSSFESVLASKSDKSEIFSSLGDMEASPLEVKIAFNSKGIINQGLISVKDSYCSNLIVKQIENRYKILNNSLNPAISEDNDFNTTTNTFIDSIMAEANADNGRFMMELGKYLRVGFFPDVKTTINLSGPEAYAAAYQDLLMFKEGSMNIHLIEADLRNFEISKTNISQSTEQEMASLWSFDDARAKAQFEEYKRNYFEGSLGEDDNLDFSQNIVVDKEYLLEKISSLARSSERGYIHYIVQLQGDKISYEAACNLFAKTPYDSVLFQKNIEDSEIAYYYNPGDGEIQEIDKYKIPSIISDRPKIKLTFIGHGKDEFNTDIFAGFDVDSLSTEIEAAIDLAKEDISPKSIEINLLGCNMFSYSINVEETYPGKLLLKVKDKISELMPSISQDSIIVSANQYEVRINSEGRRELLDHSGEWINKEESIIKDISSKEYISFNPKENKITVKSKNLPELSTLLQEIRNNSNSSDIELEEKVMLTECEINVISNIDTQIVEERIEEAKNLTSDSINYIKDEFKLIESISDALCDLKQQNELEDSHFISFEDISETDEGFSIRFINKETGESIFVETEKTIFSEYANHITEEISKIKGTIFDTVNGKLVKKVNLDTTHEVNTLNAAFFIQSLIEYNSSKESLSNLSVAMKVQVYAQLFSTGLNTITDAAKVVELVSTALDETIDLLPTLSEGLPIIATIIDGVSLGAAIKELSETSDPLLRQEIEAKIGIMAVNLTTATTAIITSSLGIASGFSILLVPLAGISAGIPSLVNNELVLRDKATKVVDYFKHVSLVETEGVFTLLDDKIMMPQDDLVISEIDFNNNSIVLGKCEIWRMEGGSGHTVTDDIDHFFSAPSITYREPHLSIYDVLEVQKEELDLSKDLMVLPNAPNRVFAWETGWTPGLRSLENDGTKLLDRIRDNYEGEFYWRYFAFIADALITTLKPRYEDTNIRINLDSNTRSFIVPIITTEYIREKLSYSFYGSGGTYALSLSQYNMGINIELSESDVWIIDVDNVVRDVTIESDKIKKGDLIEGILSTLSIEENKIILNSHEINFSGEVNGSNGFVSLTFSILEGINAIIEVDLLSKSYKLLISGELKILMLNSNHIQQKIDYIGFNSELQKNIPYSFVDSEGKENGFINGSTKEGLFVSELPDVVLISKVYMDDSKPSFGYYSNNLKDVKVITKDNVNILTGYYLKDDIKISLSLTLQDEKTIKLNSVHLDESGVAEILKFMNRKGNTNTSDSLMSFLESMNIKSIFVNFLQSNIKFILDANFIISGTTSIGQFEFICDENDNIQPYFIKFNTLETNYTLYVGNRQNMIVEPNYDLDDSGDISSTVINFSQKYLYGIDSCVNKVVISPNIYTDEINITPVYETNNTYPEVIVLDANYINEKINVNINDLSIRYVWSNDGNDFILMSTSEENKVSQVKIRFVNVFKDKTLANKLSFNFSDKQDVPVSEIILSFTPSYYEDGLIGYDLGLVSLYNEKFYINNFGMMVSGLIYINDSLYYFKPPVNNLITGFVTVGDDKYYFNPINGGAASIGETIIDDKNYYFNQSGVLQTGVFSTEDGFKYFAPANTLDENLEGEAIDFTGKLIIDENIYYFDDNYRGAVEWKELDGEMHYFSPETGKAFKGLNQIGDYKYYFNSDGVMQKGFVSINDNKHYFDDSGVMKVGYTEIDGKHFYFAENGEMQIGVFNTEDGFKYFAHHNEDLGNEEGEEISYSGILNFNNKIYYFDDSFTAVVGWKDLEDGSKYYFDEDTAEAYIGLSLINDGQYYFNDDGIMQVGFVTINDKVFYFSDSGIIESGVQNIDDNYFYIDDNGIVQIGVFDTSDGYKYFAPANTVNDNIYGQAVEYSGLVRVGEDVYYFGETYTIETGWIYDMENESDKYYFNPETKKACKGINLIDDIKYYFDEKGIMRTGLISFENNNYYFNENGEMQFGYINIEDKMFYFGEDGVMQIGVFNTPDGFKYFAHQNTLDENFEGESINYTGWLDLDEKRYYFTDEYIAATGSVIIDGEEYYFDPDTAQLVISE
# BoNT A protease = BoNT A light chain protease inhibition. inhibition, % at 10 µM. multiplex microsphere protease substrate cleavage, flow cytometry. 0.17% of 360,000 active; also: plate controls were buffer without enzyme for full effect and enzyme alone for no effect
# PfHsp40 rescue = restores yeast growth despite PfHsp40 toxicity; S. cerevisiae expressing PfHsp40, growth rescue, ATP luminescence; growth rescue, % at 12.5 µM; 0.68% of 340,000 active; AID 504582; in the data active = growth rescue above about 28%, passing the limit was not always enough; inconclusive = no clear call, values can overlap the other calls;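 also: yeast W303a lacking pdr1 and pdr3 grown in galactose medium; growth measured after three days at 30 °C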
# Active calls of the source: *; ? = inconclusive; · = not tested or not shown; & = joins results of further samples. Rule as the data show it, unless noted: active = inhibition above about 30%; inconclusive = no clear call, values can overlap the other calls; inactive = below that.
# The first two entries (preview)
SMILES,BoNT F protease,Y pestis TopoI,FadD28 FP inh,CCHFV vOTU inh,PrPC TRFRET,Anthrax LF inh2,TcdB GH inh,BoNT A protease,PfHsp40 rescue
CC(NC(=O)NC(=O)c1ccc(Cl)cc1Cl)C1CC1 (stereo not given),-4,3,0.8,17,-1,-3,-0.2,0.2,0.0
Cc1cc(C(=O)N/N=C/c2ccc(O)c([N+](=O)[O-])c2)n[nH]1,-4,0,-0.6,21,-4,-3,1.6,-0.7,0.7

# The list itself, from the first entry:
SMILES,BoNT F protease,Y pestis TopoI,FadD28 FP inh,CCHFV vOTU inh,PrPC TRFRET,Anthrax LF inh2,TcdB GH inh,BoNT A protease,PfHsp40 rescue
CC(NC(=O)NC(=O)c1ccc(Cl)cc1Cl)C1CC1 (stereo not given),-4,3,0.8,17,-1,-3,-0.2,0.2,0.0
Cc1cc(C(=O)N/N=C/c2ccc(O)c([N+](=O)[O-])c2)n[nH]1,-4,0,-0.6,21,-4,-3,1.6,-0.7,0.7
CCCCCCNS(=O)(=O)c1ccc(OC)c(OC)c1,·,10,0.4,-2,8,·,·,·,0.1
Cc1nn(Cc2cccc(F)c2)c(C)c1NC(=O)c1c([N+](=O)[O-])c(C)nn1C,-1,5,-0.6,-10,-6,-1,·,-0.6,-0.7
COc1ccccc1/C=N/NC(=O)c1nnn(-c2nonc2N)c1-c1cccs1,2,-8,-0.1,·,·,-1,·,-0.4,1.9
CCOc1ccccc1CN1CCNC(=O)C1CC(=O)N(C)C1CCOCC1 (stereo not given),9,11,-2.0,7,-11,3,0.9,0.5,0.0
Cc1ccc(S(=O)(=O)NC(=O)C2(C)CCN2C(=O)C2CCCCC2)cc1 (stereo not given),-2,-1,-2.7,0,-2,-3,1.1,-0.1,·
N#CC1=C(N)Oc2cc(Nc3ccccc3)ccc2C1c1ccncc1 (stereo not given),3,-12,1.9,3,-1,-7,·,0.3,0.4
COCCN(C(=O)COC(=O)C1CC1)c1c(N)n(Cc2ccccc2)c(=O)[nH]c1=O,-4,5,-0.7,10,6,-3,1.7,1.3,-1.0
COc1ccc(C(=O)NC2CC2)cc1OC1CCN(Cc2cc(C)cc(C)c2)CC1,7,-5,-0.9,1,-13,8,0.8,2.2,-0.9
COC(=O)[C@@]1(Cc2ccccc2)[C@H]2C(=O)N(Cc3ccccc3)C(=O)[C@H]2[C@H]2CN=C(SCC(=O)c3ccccc3)N21,-5,24,-6.5,3,9,-6,0.4,0.4,0.9
Cc1ccsc1/C=C1\SC(N)=NC1=O,5,-8,-2.1,17,-27,0,·,0.1,0.4
NC(=O)CSc1nc2cccnc2n1-c1ccc(F)cc1,4,-4,-1.6,-17,6,-5,0.1,-4.7,0.9
O=C(Nc1nnc(C2CC2)s1)c1cc([N+](=O)[O-])ccc1N1CCCCC1,-3,-3,-2.1,5,-15,0,·,1.4,2.6
COc1ccc(-n2cc(-c3ccccc3)[n+]3c2CCCCC3)cc1,2,9,0.8,-17,12,-4,-2.2,0.3,·
O=C(Cc1c(F)cccc1Cl)NNC(=O)Nc1ccc2c(c1)OCO2,11,3,1.3,-1,0,3,-2.7,1.3,1.0
COC(=O)c1cccc(C23CC4(C2)[C@H](CN(Cc2cccnc2)[C@@H]4c2ccccc2)C3c2ccc(Cl)nc2)c1 (stereo not given in full),5,5,-3.7,10,12,-1,0.3,0.2,-0.5
Cc1[nH]c2ccccc2c1C(=O)NS(=O)(=O)Nc1ccccc1,3,0,-1.8,23,10,-5,1.0,-0.2,-1.5
N#CCc1c(C#N)c(N)nc(N2CCN(S(=O)(=O)c3ccccc3F)CC2)c1C#N,-3,3,-2.3,-15,31*,0,-0.5,-2.7,-0.9
CCNc1nc(NC(C)C)nc(NS(=O)(=O)c2ccc(Cl)cc2)n1,-1,5,-1.1,-2,5,-1,·,1.1,0.5

# Limited to BoNT F protease, Anthrax LF inh2 and FadD28 FP inh (5 entries from above):
SMILES	BoNT F protease	Anthrax LF inh2	FadD28 FP inh
Cc1ccsc1/C=C1\SC(N)=NC1=O	5	0	-2.1
NC(=O)CSc1nc2cccnc2n1-c1ccc(F)cc1	4	-5	-1.6
O=C(Nc1nnc(C2CC2)s1)c1cc([N+](=O)[O-])ccc1N1CCCCC1	-3	0	-2.1
COc1ccc(-n2cc(-c3ccccc3)[n+]3c2CCCCC3)cc1	2	-4	0.8
O=C(Cc1c(F)cccc1Cl)NNC(=O)Nc1ccc2c(c1)OCO2	11	3	1.3

# The listing continues:
SMILES,BoNT F protease,Y pestis TopoI,FadD28 FP inh,CCHFV vOTU inh,PrPC TRFRET,Anthrax LF inh2,TcdB GH inh,BoNT A protease,PfHsp40 rescue
Cc1cccc(N2CCN(C(=O)CN(C)S(=O)(=O)c3ccc4c(c3)CCC(=O)N4)CC2)c1C,-6,33,-3.2,1,-9,-3,-1.8,-0.3,-1.6
Cc1nn(-c2ccccc2)c2nc(N)c(C#N)c(-c3ccc(O)c(O)c3)c12,1,-4,-3.2,8,-4,-4,1.2,1.1,0.2
CCOc1cc2c(cc1OCC)-n1cccc1C(c1cccc([N+](=O)[O-])c1)NC2 (stereo not given),-16,-1,0.9,7,4,-6,0.7,0.8,0.0
COc1ccc(-n2c(Cc3cccn3C)nnc2SCC(=O)Nc2cccc(C)c2C)cc1,0,17,-0.3,2,-7,-7,0.9,-0.3,-0.4
CCCCNC(=O)C1(C)CCN1C(=O)c1ccc(F)c(C)c1 (stereo not given),0,-1,-1.4,3,-3,-4,1.4,-0.5,·
CN(C)S(=O)(=O)c1cccc(C(=O)N2CCN(Cc3ccccc3)CC2)c1,13,-10,-3.0,-5,10,1,·,0.4,0.6
CC(=O)Nc1ccc(S(=O)(=O)Nc2nc3ccccc3nc2-n2ccc(=NC(=O)c3ccccc3)cc2)cc1,-26,2,-2.0,11,-25,?,0.7,0.5,·
COc1ccc(N2CCN(CCCNC(=O)C(=O)c3c(C)[nH]c4ccccc34)CC2)cc1,-4,2,1.1,-6,-2,-8,1.6,0.0,-0.4
COC(=O)Cn1nc(-c2ccccc2)c2cc(Cl)ccc21,-4,20,-1.3,-10,6,-4,·,-0.8,0.7
Nc1ccc(S(=O)(=O)NC2(C(F)(F)F)NC(=O)N(c3ccccc3Cl)C2=O)cc1 (stereo not given),-1,5,-4.3,-23,-3,0,·,-1.2,1.0
Cc1cc(NC(=O)CCCN2C(=O)/C(=C\c3cccs3)SC2=S)no1,8,-2,-2.5,-11,-5,-4,·,0.3,-0.1
O=C(CSc1nc2nn(-c3ccccc3)c(=O)c-2c2n1CCCCC2)c1ccc(OC(F)F)cc1,-2,4,-4.3,4,1,6,-1.0,-0.2,0.8
CCOC(=O)c1ccc(Nc2c(CC)c(C)nc3ncnn23)cc1,-2,6,-1.0,14,7,-3,·,-2.5,0.8
O=S(=O)(CS(=O)(=O)c1ccccc1)c1ccccc1,0,7,-4.0,9,7,-2,-2.8,-0.4,0.5
COC(=O)c1sccc1NC(=O)c1sccc1C,4,4,-1.5,-1,-6,-2,·,1.5,-1.8
O=C(CNC(=O)c1ccco1)NCC(=O)OCc1ccc(C(=O)Oc2ccc(Cl)cc2)cc1,-9,-5,-1.4,3,0,-1,·,-0.9,1.1
CCC(C(=O)NCCN1CCN(C)CC1)n1c(C)c2cnn(-c3ccccc3)c(=O)c2c1C (stereo not given),1,0,-0.5,9,-3,-3,·,-0.4,-1.4
Cc1cc(C)c2c(N)c(C(=O)N/N=C/c3cccs3)sc2n1,?,-2,-1.5,-12,-5,-1,0.8,-6.1,·
O=C(Nc1ccnc(-c2ccncc2)n1)C1CC1,0,-12,-1.9,-15,-5,0,1.5,-0.4,0.4
Nc1ncnc2c1ncn2[C@@H]1O[C@H](CNCc2ccccc2OC2OC(CO)C(O)C(O)C2O)[C@@H](O)[C@H]1O (stereo not given in full),-2,-9,-1.8,-5,-6,1,-0.8,-0.4,-0.3
O=C1CSC(c2cccc([N+](=O)[O-])c2)N1C1CC2CCC1C2 (stereo not given),·,-7,-4.0,-15,7,·,-1.4,·,-0.1
COc1ccccc1N1CCN(C(=O)CCCCCn2c(=O)[nH]c3ccsc3c2=O)CC1,-1,6,-0.9,16,5,-8,1.1,-1.6,0.0
Cc1ccc(S(=O)(=O)n2cccc2C)cc1,-3,2,-1.9,-9,2,-2,0.4,-0.3,·
O=C(NC1CCCCC1)N(C1=NCCCCC1)c1ccc(Br)cc1,0,-2,-0.4,7,-5,-2,·,0.0,0.4
CCCCn1c(SCC(=O)NC2CC2)nc2ccccc2c1=O,3,-1,-2.6,18,-1,-10,0.0,0.0,0.5
COc1ccc(NC(=O)c2cccc(NC(=O)c3ccco3)c2)c(OC)c1,9,3,-5.2,-7,12,-3,·,-0.4,-2.5
C#CCOCCOCCOCCNc1nc(N2CCN(C(=O)CCCCCCCCCCNC(=O)[C@@H](CCSC)n3cc(CCO)nn3)CC2)nc(N2CCN(C(=O)CCCCCCCCCCNC(=O)[C@H](CCSC)n3cc(CCO)nn3)CC2)n1,-14,-7,-1.6,11,-5,-17,-0.1,-1.4,-0.2
COCC(C)NC(=O)CSc1nc2nn(-c3ccccc3)c(=O)c-2c2n1CCCCC2 (stereo not given),2,4,0.0,-2,-7,1,1.3,0.5,-0.8
Cc1cccc(C)c1OP(N)(=O)OCC(F)(F)F (stereo not given),-11,1,-3.0,-23,0,-4,·,-0.6,-1.1
NC(=O)c1ccsc1NC(=O)COC(=O)Cc1n[nH]c(=O)c2ccccc12,?,-7,-1.4,-1,4,-4,0.0,-0.4,0.2
COc1ccc(Br)cc1C1=CC(=O)C[C@H](c2ccc(F)cc2)C1,-3,42,-2.5,6,-3,-2,-2.5,0.0,·
O=C(C1=C[C@@H](c2ccc(C(F)(F)F)cc2)C[C@@H](OCc2ccc(CO)cc2)O1)N1CCN(Cc2ccccc2)CC1,-13,22,-9.0,9,0,2,0.7,-0.1,-0.1
Cc1cccc(C(C(=O)NC2CCCC2)N(C(=O)c2csnn2)C2CCCC2)c1 (stereo not given),13,16,-1.6,8,7,2,0.3,4.3,0.7
O=c1[nH]c2cc(NCCO)c([N+](=O)[O-])cc2[nH]1,-9,8,2.8,18,-56,0,1.7,-0.5,-0.2
O=C(C1=C[C@H](c2coc3ccccc3c2=O)C[C@H](OCc2ccc(CO)cc2)O1)N1CCN(Cc2ccc3c(c2)OCO3)CC1,-13,-5,-1.1,3,-9,0,0.8,-0.2,-1.6
N#Cc1ccccc1CSC1=NCCS1,4,-1,-1.9,-11,-4,-2,1.4,0.2,0.6
CNC[C@H]1Oc2ccc(NC(=O)Nc3ccccc3)cc2CC(=O)N([C@H](C)CO)C[C@H]1C,-9,-2,·,1,-4,-4,0.4&-0.7,0.7,2.8
CCN(CC)S(=O)(=O)c1ccc(N/N=C(\C)c2ccc3c(c2)OCO3)c([N+](=O)[O-])c1,-3,-3,-3.7,-9,3,1,·,1.1,0.5
Cc1ccc2ncnc(Oc3ncccc3NC(=O)C(C)(C)C)c2c1,?,-2,-0.3,-5,7,10,0.9,-2.4,0.2
CC(NC(=O)C1CCN(C(=O)Nc2ccccc2)CC1)c1ccccc1 (stereo not given),0,-8,-1.3,-7,-5,0,-0.2,-0.5,-0.3
CC1CCCC(NC(=O)Cn2cc3c(n2)CCCCC3)C1C (stereo not given),-4,-4,0.4,1,3,-1,-3.6,-0.5,-1.4
Cc1ccccc1C(=O)Nc1ccc(C(=O)N/N=C/c2ccccn2)cc1,-10,-8,-3.5,14,1,-18,-0.3,0.0,1.9
CN(C)S(=O)(=O)c1cccc(C(=O)Nc2ccccc2C(=O)NC2CC2)c1,-2,10,-1.6,15,6,-3,2.0,-0.9,-2.2
Cc1cccc(NC(=O)CNC(=O)CNC(=O)Cc2ccccc2)c1,0,7,-2.5,-7,-4,-2,1.6,-0.5,-0.5
COC(=O)c1ccc2c(=O)n(CCCCCC(=O)NC(C)C)c(=O)[nH]c2c1,-4,-1,-1.4,-16,0,-2,-0.8,-0.2,-0.6
COC(=O)c1c(C)oc(C)c1S(=O)(=O)NCc1cccs1,?,2,-4.0,4,-5,-10,1.1,?,0.6
N#CCSc1nc2c(c(=O)n1Cc1ccccc1)C1(CCCC1)Cc1ccccc1-2,-2,-3,0.0,3,-7,-7,·,-0.7,0.4
COCCCNC(=O)c1ccc(CN2CCc3ccccc3C2)cc1,-2,3,-2.7,4,0,-3,1.3,0.0,0.8

# Source: PubChem BioAssay (several laboratories)
